# Screening results: PubChem BioAssay, University of Kansas High Throughput Screening Laboratory
# mHTT CaM bind: inhibitors of human mutant huntingtin-calmodulin interaction | 190,000 compounds, 3.6% hits | P42858 | AlphaScreen His-mHTT/GST-CaM binding, luminescence | inhibition, % at 15 µM | AID 1671202;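 also: 0% = both proteins with DMSO and 100% = one protein alone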
# Pf apPOL inh: Pf-apPOL DNA polymerase inhibition; AID 1794808; 210,000 compounds, 0.25% hits; Recombinant Pf-apPOL, molecular beacon fluorescence, 1.5 h; inhibition, % at 10 µM
# The depositor's hits bear a star; i = inactive; . = no result given; & = joins results of further samples. Rule as the data show it: active = inhibition above about 50%; inactive = the rest.
SMILES,mHTT CaM bind,Pf apPOL inh
COc1cccc(C(=O)NC2CCN(c3cc(C)cc(C)c3)C2=O)c1 (stereo not given),-2,1
Cc1ccc(C(=O)N2CCC(c3nc(-c4ccccc4)n[nH]3)CC2)s1,23,13
FC(F)(F)c1cc(-c2cccs2)nc(NCC2CCCO2)n1 (stereo not given),-68,-1
O=[N+]([O-])c1cc(Cl)c(-n2cccc2)cc1Sc1ccc(Cl)cc1,.,-9&-13
CC(=O)N(CCC1(C(C)C)CCOC(C)(C)C1)Cc1ccccc1 (stereo not given),12,-2
COc1cc(/C=C2\C(=O)NN(c3ccc(Cl)c(Cl)c3)C2=O)ccc1OC(C)C,2,3
C=CCNc1ccc2c(c1)OC[C@@H](CC(C)C)NS2(=O)=O,-7,-6
Cn1c(N2CCC(C(=O)Nc3cccc(F)c3)CC2)cc(=O)n(C)c1=O,29,-1
O=C(NCc1cccnc1)c1ccc(N2CCNC(c3ccccc3)C2)nc1 (stereo not given),0,2
NCCNc1cccc2c(S(=O)(=O)O)cccc12,.,5
COc1ccc(-c2c3c(=O)n(C)c(=O)n(C)c3cn2-c2ccc(Br)cc2)cc1,47,73*
CCN1CCN(C2CCN(C(=O)CCC3CCCC3)CC2)C1=O,0,-3
O=C(NCc1csc(-c2ccccc2)n1)C1CCN(C(=O)c2ccc(F)c(F)c2)CC1,14,3
CC(=O)Nc1c(-c2ccc(C)cc2)nc2ccc(Cl)cn12,7,33
Cc1c(C(=O)N(C(=O)N2CCCCC2)c2ccccc2)cccc1[N+](=O)[O-],-9,0
COCCN1C(=O)CCC2(CNC(=O)c3ccsc3)CCCC12 (stereo not given),-15,-5
Cn1cc2c3c(cccc31)CN(C(=O)Nc1cc(F)ccc1F)CC2,-3,-6
COc1ccccc1N1CCN(C(=O)c2nc(-c3cccc(F)c3)n3c2CCCCC3)CC1,19,4
COc1cc(C)ccc1OCCCCOc1ccc([N+](=O)[O-])cc1,-5,-6
O=c1oc2ccc(Br)cc2cc1-c1nc2ccccc2s1,1,-4

# 4 entries from above, with two lines to a compound.
# Below each SMILES – mHTT CaM bind	Pf apPOL inh
CCN1CCN(C2CCN(C(=O)CCC3CCCC3)CC2)C1=O
→ 0	-3
COc1ccc(-c2c3c(=O)n(C)c(=O)n(C)c3cn2-c2ccc(Br)cc2)cc1
→ 47	73*
O=C(NCc1csc(-c2ccccc2)n1)C1CCN(C(=O)c2ccc(F)c(F)c2)CC1
→ 14	3
COc1cc(C)ccc1OCCCCOc1ccc([N+](=O)[O-])cc1
→ -5	-6

# Going on with the list.
SMILES,mHTT CaM bind,Pf apPOL inh
COc1ccccc1OCCOc1cc(Cl)ccc1Cl,-17,4
COc1ccc(OC)c(NC(=O)Cc2nn(C)c(=O)c3ccccc23)c1,5,-2
Cc1cc(C(=O)Nc2cccc3cccnc23)ccc1[N+](=O)[O-],-4,1
COc1cccc(CNC(=O)c2nc(C)oc2C)c1,0,-1
Cn1c(=O)c2nc(-c3cccc(Cl)c3)oc2c2ccccc21,0,-2
O=C(CSc1ncn[nH]1)N1CCc2ccccc21,-1,-7
CC(C)(C=O)Cc1cc(C(C)(C)C)c(O)c(C(C)(C)C)c1,.,0
O=C(CC1NCCNC1=O)Nc1ccccc1C(F)(F)F (stereo not given),-8,-5
COc1ccc(Cl)cc1S(=O)(=O)NCC1CCN(C(=O)c2ccccc2F)CC1,14,-4
Cc1noc(-c2nn(C)c3c2CN(C(=O)Cc2ccsc2)CC3)n1,22,1
COc1cccc(OC)c1OCCCOc1cc(C)ccc1C,-104,-10
O=C(NC1CCCCC1)c1c[nH]c2ccc(S(=O)(=O)Nc3ccccc3F)cc2c1=O,13,-11
COc1ccccc1C(=O)Nc1nnc(-c2cccc([N+](=O)[O-])c2)s1,0,0
O=C1c2cccc([N+](=O)[O-])c2C(=O)N1CN(C(=O)C(F)(F)F)c1ccc(Cl)cc1Cl,23,0
Cc1nc(-n2c(C)ccc2C)sc1C(=O)NC(C)C,6,0
Cc1ccc2oc(-c3ccc(NC(=O)C4CC4)cc3Cl)nc2c1,-1,-2
O=C(CN(c1cccc(Cl)c1)S(=O)(=O)c1ccccc1)NCc1ccncc1,-5,-1
CCOc1nccnc1N1CCC(N(C)C(=O)c2ccoc2)C1 (stereo not given),22,1
S=C(Nc1ccccc1)Nc1ccccc1-c1nc2ccccc2[nH]1,.,-8
CC(C)NC(=O)c1ccc(OCC2CCCN(C(=O)c3cc(F)ccc3Cl)C2)cc1 (stereo not given),4,-5

# Molecules from the list above that contain an NH in an aromatic ring (four):
SMILES,mHTT CaM bind,Pf apPOL inh
Cc1ccc(C(=O)N2CCC(c3nc(-c4ccccc4)n[nH]3)CC2)s1,23,13
O=C(CSc1ncn[nH]1)N1CCc2ccccc21,-1,-7
O=C(NC1CCCCC1)c1c[nH]c2ccc(S(=O)(=O)Nc3ccccc3F)cc2c1=O,13,-11
S=C(Nc1ccccc1)Nc1ccccc1-c1nc2ccccc2[nH]1,.,-8

# Continued.
SMILES,mHTT CaM bind,Pf apPOL inh
CC1C(C#N)=C(N)OC2=C1C(=O)CC(C)(C)C2 (stereo not given),0,2
Cc1ccc(Cn2nc(-c3nc(C(C)(C)C)no3)ccc2=O)cc1,-12,-4
CCCCN(C)C(=O)c1cccc(C2CCCN(C(=O)NCC)C2)c1 (stereo not given),5,-2
Cc1ncn(CC(=O)Nc2cccc(Cl)c2)c(=O)c1C,-4,-3
O=C(c1ccc(-n2nc(N3CCCC3)ccc2=O)cc1)N1CCc2ccccc2C1,2,-1
COc1ccc(-n2nc(C(=O)NCC(=O)NC3CCCCCC3)c3ccccc3c2=O)cc1OC,10,1
Cn1nc(-c2ccc(Cl)cc2)nc2c(=O)n(C)c(=O)nc1-2,2,2
O=C(O)/C=C/C(=O)Nc1ccccc1C(F)(F)F,-1,29
O=[N+]([O-])c1ccc(N2CCc3ccccc32)c([N+](=O)[O-])c1,56*,2
Cc1c(-c2nnc(-c3ccco3)o2)cccc1[N+](=O)[O-],0,-2
COc1ccc(C=C2Oc3cc(OCC(N)=O)ccc3C2=O)c(OC)c1,2,-4
COc1ccccc1C=C1Oc2c(ccc3c2CN(CCN2CCOCC2)CO3)C1=O,57*,-24
Cc1c(C2=N/C(=C/c3ccccc3Cl)C(=O)O2)cccc1[N+](=O)[O-],-1,-2
Cc1ccccc1Nc1nccc(C2CCCN(C(=O)c3cccs3)C2)n1 (stereo not given),7,-4
Nc1c(Br)c(Br)c(N)c2c1C(=O)c1ccccc1C2=O,27,-2
Cc1cc(NC(=O)c2ccccc2I)no1,3,3
CCCNC(=O)Nc1cccn2nc(C)nc12,-3,-4
CCOc1ccc(NC(=O)c2ccn3c(-c4cc(F)cc(F)c4)nnc3c2)cc1,-4,-5
COCCCNC(=O)c1cc2c(=O)n3cccc(C)c3nc2n(CCN2CCOCC2)c1=N,-5,-10
CC1CCCCN1CCNC(=O)CCS(=O)(=O)Cc1ccccc1F (stereo not given),-2,-20
O=C1c2ccccc2C(=O)c2c1oc1c3c(ccc21)OCN(C1CCCC1)C3,78*,50&-9
COc1cccc(C(=O)Nc2cc([N+](=O)[O-])ccc2C)c1,-1,3
O=C1C2C3C=CC(C4CC34)C2C(=O)N1c1cc([N+](=O)[O-])ccc1Cl (stereo not given),4,-1
O=C(COc1ccccc1)Nc1cnc(-c2cccnc2)nc1,5,-6
CC(=O)NS(=O)(=O)c1ccc(NC(=O)c2ccc([N+](=O)[O-])cc2Cl)cc1,-5,-2
Nc1nonc1-c1nc2ccccc2n1Cc1c(Cl)cccc1Cl,-6,-4
CCOC(=O)c1ccc(S(=O)(=O)N2CCN(c3ccc4nncn4n3)CC2)cc1,-5,-8
COc1ccc(C(=O)NCc2nnc(SCC(=O)Nc3cc(C)on3)o2)cc1OC,2,-3
O=C(Nc1cc(F)c(F)cc1Cl)OCc1cccc([N+](=O)[O-])c1,4,3
COc1ccc(OC)c(NC(=Nc2nc(C)cc(C)n2)NC(=O)c2ccccc2)c1,-4,13

# Part of the list above in a different format.
smiles | mHTT CaM bind | Pf apPOL inh
CCOC(=O)c1ccc(S(=O)(=O)N2CCN(c3ccc4nncn4n3)CC2)cc1 | -5 | -8
CC(=O)N(CCC1(C(C)C)CCOC(C)(C)C1)Cc1ccccc1 (stereo not given) | 12 | -2
COc1ccc(OC)c(NC(=Nc2nc(C)cc(C)n2)NC(=O)c2ccccc2)c1 | -4 | 13
O=C1c2cccc([N+](=O)[O-])c2C(=O)N1CN(C(=O)C(F)(F)F)c1ccc(Cl)cc1Cl | 23 | 0
NCCNc1cccc2c(S(=O)(=O)O)cccc12 | . | 5

# The results go on.
SMILES,mHTT CaM bind,Pf apPOL inh
Cc1cccc(C)c1NS(=O)(=O)c1ccc2nc(-c3ccccc3)[nH]c2c1,7,8
O=C(NNC(=S)Nc1cc(Cl)ccc1Cl)c1sc2ccccc2c1Cl,.,-45&-36
O=C(NCc1ccccn1)/C(=C\c1ccccc1Cl)c1ccccc1,14,4
Cc1ccccc1N1C(=O)c2cccc3c(C(=O)O)ccc(c23)C1=O,2,-4
N#CC1=C(N)Oc2cc(O)ccc2C1C1CCCCC1 (stereo not given),5,39
Cc1ccc(-n2c(=O)c3sccc3n(CC(=O)Nc3ccc(F)cc3)c2=O)cc1,10,4
Cc1ccc(C(=O)Nc2cccn3nc(C(C)C)nc23)cc1C,3,-1
COc1cccc(C(=O)NCCSc2c[nH]c3ccccc23)c1OC,18,0
CCCc1[nH]nc2c1C(C1CCCCC1)C(C#N)=C(N)O2 (stereo not given),10,-2
Cc1ccc(S(=O)(=O)CCc2nnc(NC(=O)c3ccc([N+](=O)[O-])cc3)s2)cc1C,-1,-6
COc1ccc(NC(=O)c2ccc(N3CCN(Cc4ccccc4)CC3)c([N+](=O)[O-])c2)cc1,14,-7
CCCNC(=O)c1ccc2c(c1)n(Cc1ccc(F)cc1)c(=O)c1ccnn12,1,0
COc1ccc(Nc2ncc3c(n2)CCN(Cc2ccccc2C)C3)c(OC)c1,10,-4
COc1ccc(N(CC(=O)N2CCOCC2)S(=O)(=O)c2ccccc2)cc1OC,-3,-4
O=S(=O)(c1ccc2nc(-c3ccccc3)[nH]c2c1)N1CCn2c1nc1ccccc12,12,-5
CCc1ccc(C2=CC(c3cc(Br)ccc3F)n3nnnc3N2)cc1 (stereo not given),-4,0
COc1cc(C2SCCS2)cc(Br)c1OS(=O)(=O)c1ccc(C)cc1,.,-6
O=C(Nc1ccc2c(c1)OCCO2)c1ccc(-c2cccc(F)c2)nc1,-1,4
O=C(Cn1ccc2ccccc2c1=O)N1CCN(c2cccc(C(F)(F)F)c2)CC1,1,-4
COc1ccc(OC)c(C2N(c3cccc(Cl)c3)C(=O)C3CCCN32)c1 (stereo not given),33,-2
COc1ccccc1NC(=O)c1cnn(-c2ccccc2)c1NC(=O)c1ccccc1Cl,31,-5
COc1ccc(/C=C2/C(=N)N3C(SC)=NSC3=NC2=O)cc1OC,-2,1
O=C(CCN1CCOCC1)c1ccc(Cl)cc1,4,-3
NC(=NOC(=O)C1CC1)c1ccc([N+](=O)[O-])s1,.,-16
O=C(Nc1c2c(nn1-c1ccc(F)cc1)CS(=O)C2)C1CCCC1 (stereo not given),-2,-3
CC(C)CNC(=O)c1nn2c(C(F)(F)F)cc(-c3cccs3)nc2c1Br,-4,-1
CC(C)c1ccc(N2C(=O)CC(N3CCN(Cc4ccc5c(c4)OCO5)CC3)C2=O)cc1 (stereo not given),9,-6
CC1CCCN(C(=O)C2CCN(c3ncnc4c3oc3ccccc34)CC2)C1 (stereo not given),39,-7
O=C(Cn1ccc2ccccc2c1=O)NCC(=O)Nc1ccc2c(c1)OCCO2,-5,-7
O=C(O)C1CCCCC1C(=O)N1CCCCCC1 (stereo not given),-3,-8
O=C(NCc1ccccc1Cl)C1CCCN(c2cn[nH]c(=O)c2)C1 (stereo not given),-3,0
CCC1CCCCN1CCCNC(=O)c1cc2cc3ccc(OC)cc3nc2o1 (stereo not given),-4,-1
COc1ccc(-c2c(-c3ccc(O)cc3O)n[nH]c2C)cc1,35,12
O=C(c1ccsc1)N1CCN(CCNC(=O)C2(c3ccccc3)CCOCC2)CC1,-17,-1
O=C1OC(c2ccccc2)=N/C1=C/c1ccccc1F,4,5
Cc1ccc(CNC(=O)C2CCc3sc(C(=O)N4CCOCC4)cc3C2)cc1 (stereo not given),-1,-5
O=C1CCC(=O)N1CCC(c1ccccc1)c1ccc2c(c1)OCO2 (stereo not given),10,-10
N/C(=N\OC(=O)N1c2ccccc2Sc2ccccc21)c1ccncc1,i,-6&-7
COc1ccccc1-c1ccc(N2CCC(C(=O)Nc3nc4ccccc4[nH]3)CC2)nn1,-5,-7
Cc1cccc(C)c1NC(=O)c1cc(S(=O)(=O)NCc2ccc(F)cc2)ccc1F,10,38
COc1cccc(-c2nnc(-c3ccccc3NS(=O)(=O)c3ccc(Cl)cc3)o2)c1,.,6
CCC(C)NC(=O)c1cc(N2CCCC2)n2nccc2n1 (stereo not given),-39,0
CC(=O)Nc1ccccc1-c1nc2ccccc2o1,-22,-4
CCc1ccc(CNC(=O)c2ccc3ncnc(N4CCCC4)c3c2)cc1,-4,-9
O=C1CC(NC(=O)c2cc(C3CC3)on2)CN1 (stereo not given),-12,-2
COc1ccc2cc(C(N)=O)c(=Nc3ccccc3C)oc2c1,11,5
CC1CCCCN1c1nc(-c2ccccc2)ncc1C(=O)NCC1CCCO1 (stereo not given),15,-3
Cc1cc(C)nc(NC2=NCC(=O)N2c2ccc(F)cc2)n1,2,-7
CCC(C)NC(=O)C(Cc1ccc([N+](=O)[O-])cc1)N1C(=O)c2ccccc2C1=O (stereo not given),-5,-6
COc1ccc(NC(=O)N2CCC3(CC2)NC(=O)c2cccc(Cl)c2N3)c(C)c1,7,-7

# Further results
SMILES,mHTT CaM bind,Pf apPOL inh
O=C(Nc1nc(-c2cccs2)cs1)c1cc2ccccc2oc1=O,15,-3
Cn1cc(CN2CCC(C(=O)NCCN3CCCCC3)CC2)c2cc(Cl)ccc21,1,1
ClCCOc1nc(OCCCl)nc(OCCCl)n1,-4,.
O=C(NC1CC1)c1cccc(OCC2CCCN(C(=O)Cc3ccc(Cl)cc3)C2)c1 (stereo not given),17,-5
O[C@H]1C[C@H](c2ccc(Cl)cc2)N(CC2CCCCC2)C[C@@H]1n1cc(C2CC2)nn1,80*,-9
CCOc1ccc(C(=O)Nc2ccc3oc(-c4cccnc4)nc3c2)cc1[N+](=O)[O-],7,7
